KB-V1 cytotox = KB-V1 MDR subline cytotoxicity; KB-V1 MDR cells viability, CellTiter-Glo, 72 h; Potency, µM (top dose mostly 46.1 µM), for inactives: at the top dose activity change, negative = cytotoxicity, actives largely listed as cytotoxic; 400,000 compounds, 3.4% hits; note: potency is the fitted concentration of half-maximal effect; % is set by controls: 0 for no effect and ±100 for the full control effect; nearly all actives have a fitted effect of over 60% in size
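KB-V1, DMEM (no phenol red) + 10% FBS; cpd pin-transferred, titration series; 72 h, 37 degrees C; CellTiter-Glo, luminescence. Data normalized, curve-fit.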
IL-1B inflam inh = inflammasome signaling inhibition, IL-1 beta readout | 360,000 compounds, 4.7% hits | THP-1 LPS/ATP IL-1B secretion, AlphaLISA, 16 h; active compounds read low | activity change, % at 57.5 µM | AID 743279; in the data active = activity change below about -50%; inconclusive = mostly about -30% to -49%; note: % is set by controls: 0 for no effect and ±100 for the full control effect
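THP-1 cells pretreated 1 hr with compounds (up to 57.5 uM final), then stimulated with LPS (250 ng/mL final) plus ATP (1.25 mM final); secreted IL-1B measured by AlphaLISA after 16 hr, decreased signal indicating inhibition.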
MCF10A rereplic = induces DNA re-replication in MCF 10a normal breast cells; MCF 10A DNA re-replication, Hoechst nuclear intensity, 48 h; Potency, µM (titrated, usually from 46.1 µM), without a hit: top-dose activity, positive = re-replication, most hits filed as activators; 350,000 compounds, 2.9% hits; AID 624296; note: potency is the fitted concentration of half-maximal effect; % of control where 0% means no effect; nearly all actives have a fitted effect of over 50% in size
SW480 rerep = induces DNA re-replication in SW480 colon adenocarcinoma cells; Potency, µM (highest dose often 46.1 µM), inactives show at the top dose re-replication activation, usual class: activators; 340,000 compounds, 1.8% hits; SW480 DNA re-replication, Hoechst DNA content imaging, 48 h; note: potency is the fitted concentration of half-maximal effect; % of control where 0% means no effect; nearly all actives have a fitted effect of over 55% in size
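250 cells/well; 23 nL cpd via pin tool; 48 hr, 37 C, 5% CO2; Hoechst 40 min; imager read of total nuclear intensity, ex 405/em 500-530 nm.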
S2 tox = viability counter-screen for ATXN expression inhibitors. S2 cells (HEK-293 line with an ATXN2-luciferase reporter) viability, CellTiter-Fluor protease fluorescence, 24 h. Potency, µM (highest dose often 56.7 µM), most hits filed as cytotoxic. 400,000 compounds, 0.49% hits. AID 651635; note: potency is the fitted concentration of half-maximal effect; nearly all actives have a fitted effect of over 40% in size
HT1080-NT tox = kills 2HG-producing HT-1080-NT fibrosarcoma cells; HT-1080-NT fibrosarcoma viability, CellTiter-Glo ATP luminescence, 48 h; Potency, µM (titrated, usually from 46.1 µM), for the others: top-dose activity, negative = less viability, most hits filed as cytotoxic; 360,000 compounds, 1.6% hits; AID 686970;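 note: NT is the 2HG producing partner of a matched IDH1 knockdown line; potency is the fitted concentration of half-maximal effect; 0% = DMSO-treated cells and -100% = media-only wells without cells; nearly all actives have a fitted effect of over 55% in size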
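Toxicity toward the 2HG-producing NT line was scored as %Activity, normalised to DMSO and no-cell wells, from CellTiter-Glo luminescence after 48 hours' treatment.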
ATXN2 expr inh = reduces ATXN2 reporter expression in HEK-293 cells; HEK-293 ATXN2-luciferase reporter, luminescence, 24 h; Potency, µM (series often up to 57 µM), inactives show top-dose activity change, negative = inhibition, hits mostly inhibitors; 360,000 compounds, 0.72% hits; AID 1745845; note: potency is the fitted concentration of half-maximal effect; % is set by controls: 0 for no effect and ±100 for the full control effect; nearly all actives have a fitted effect of over 55% in size
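qHTS (up to 57 uM final) was run with 24 h compound exposure of reporter cells at 37 °C. Each well was multiplexed: SteadyGlo luminescence measured ATXN2-luciferase expression after a fluorogenic Gly-Phe-AFC viability readout (25 uM final).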
KB-3-1 cytotox = KB-3-1 parental cell cytotoxicity; KB-3-1 viability, CellTiter-Glo ATP luminescence, 72 h; 400,000 compounds, 1.4% hits; AID 1347075; Potency, µM (series often up to 46.1 µM), for the others: at the highest dose activity change, negative = cytotoxic, actives largely listed as cytotoxic; note: potency is the fitted concentration of half-maximal effect; % is set by controls: 0 for no effect and ±100 for the full control effect; nearly all actives have a fitted effect of over 60% in size
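KB-3-1 parental drug-naive adenocarcinoma cells in DMEM/10% FBS, incubated 72 h at 37 C with pin-transferred compounds across a concentration series. Viability by CellTiter-Glo luminescence; concentration-response curves fitted after normalization.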
HT1080 IDH1KD tx = HT-1080 IDH1 knockdown cell toxicity (counter line). HT-1080 IDH1 knockdown viability, ATP luminescence, 48 h. Potency, µM (titrated, usually from 46.1 µM), for the others: at the top dose activity, negative = toxicity, usual class: cytotoxic. 360,000 compounds, 2% hits;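 note: potency is the fitted concentration of half-maximal effect; 0% = DMSO wells and -100% = cell-free medium wells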
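Luminescent ATP read-out (CellTiter-Glo, 10 min at room temperature) after 48 h compound exposure at 37 °C gave viability of IDH1-knockdown HT-1080 cells. Activity was normalised to DMSO and cell-free wells, then fitted as concentration-response curves.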
Active calls of the source: *. Unless noted, calls come from the whole dose curve; as a rule, active = well fitted curve in the direction sought with a large enough effect; inconclusive = small, poorly fitted or top-dose-only effect, or another doubt; inactive = no such curve, though single readings can be large; an effect the other way counts as inactive or inconclusive.

`CCc1ccc(NC(=O)CSc2nc3ccccc3c(=O)n2CCN2CCOCC2)cc1` gave KB-V1 cytotox 8.2µM*, IL-1B inflam inh -9, MCF10A rereplic -1%, SW480 rerep 5%, S2 tox inactive, HT1080-NT tox -15%, ATXN2 expr inh 4%, KB-3-1 cytotox 5% and HT1080 IDH1KD tx -3%.
COc1ccccc1OCCCOc1c(Cl)cc(C)cc1Cl was read as KB-V1 cytotox 7%, IL-1B inflam inh 31, MCF10A rereplic 8%, SW480 rerep -1%, S2 tox inactive, HT1080-NT tox 12%, ATXN2 expr inh 7%, KB-3-1 cytotox -1% and HT1080 IDH1KD tx 3%.
For Cn1c2ccccc2c2cc(C(=O)N3CCN(CCO)CC3)sc21 the results were KB-V1 cytotox -1%, IL-1B inflam inh 4, MCF10A rereplic 3%, SW480 rerep 0%, S2 tox inactive, HT1080-NT tox -8%, ATXN2 expr inh 14%, KB-3-1 cytotox 22% and HT1080 IDH1KD tx -1%.
For NC(=S)N/N=C/c1ccc2c(c1)OCCO2 the results were KB-V1 cytotox inconclusive, IL-1B inflam inh 4, MCF10A rereplic 9%, SW480 rerep -4%, S2 tox inactive, HT1080-NT tox 10%, ATXN2 expr inh 4%, KB-3-1 cytotox inconclusive and HT1080 IDH1KD tx 2%.
Screening CC(C(=O)N1CCC(C(N)=O)CC1)N(c1ccc(Oc2ccccc2)cc1)S(C)(=O)=O (stereo not given) returned KB-V1 cytotox 15%, IL-1B inflam inh 0, MCF10A rereplic -15%, SW480 rerep -2%, S2 tox inactive, HT1080-NT tox 5%, ATXN2 expr inh -13%, KB-3-1 cytotox 1% and HT1080 IDH1KD tx 0%.
Screening CCCS(=O)(=O)N1CCC(Cc2ccc(OC)cc2)(C(=O)OCC)CC1 returned KB-V1 cytotox 4%, IL-1B inflam inh 11, MCF10A rereplic 7%, SW480 rerep -5%, S2 tox inactive, HT1080-NT tox 6%, KB-3-1 cytotox -1% and HT1080 IDH1KD tx 4%.
CCCNC(=O)C1CC(c2cccc(F)c2)=NO1 (stereo not given) was read as KB-V1 cytotox -14%, IL-1B inflam inh 14, MCF10A rereplic 18%, SW480 rerep 9%, S2 tox inactive, HT1080-NT tox 0%, ATXN2 expr inh 4%, KB-3-1 cytotox -9% and HT1080 IDH1KD tx 0%.
`COc1ccccc1C1C(C(=O)Nc2ccccc2)=C(C)Nc2nc(-c3ccccc3)nn21` (stereo not given) gave KB-V1 cytotox 1%, S2 tox inactive, ATXN2 expr inh 2% and KB-3-1 cytotox -9%.
Screening Cc1cc2oc(=O)cc(CN3CCCCC3)c2cc1Cl returned KB-V1 cytotox 5%, IL-1B inflam inh 16, S2 tox inactive, HT1080-NT tox 20%, ATXN2 expr inh 9%, KB-3-1 cytotox 0% and HT1080 IDH1KD tx -5%.
CCS(=O)(=O)NCCc1csc(C)n1 was read as KB-V1 cytotox 6%, IL-1B inflam inh 9, MCF10A rereplic 0%, SW480 rerep -1%, S2 tox inactive, HT1080-NT tox 4%, ATXN2 expr inh -10%, KB-3-1 cytotox -1% and HT1080 IDH1KD tx 5%.
For O=C(CN1C(=O)c2cccc3cccc1c23)N1CCN(c2ccc(F)cc2)CC1 the results were KB-V1 cytotox 1%, IL-1B inflam inh 14, MCF10A rereplic 11µM*, SW480 rerep inconclusive, S2 tox inactive, HT1080-NT tox -28%, ATXN2 expr inh -32%, KB-3-1 cytotox -3% and HT1080 IDH1KD tx inconclusive.
Screening COc1cc(-c2cc(OC)c(O)c(OC)c2)cc(OC)c1O returned KB-V1 cytotox inconclusive, IL-1B inflam inh -24, MCF10A rereplic inconclusive, SW480 rerep 23µM*, S2 tox inactive, HT1080-NT tox -16%, ATXN2 expr inh 27%, KB-3-1 cytotox inconclusive and HT1080 IDH1KD tx inconclusive.
COc1cc2cc(C[C@H](C)O)oc(=O)c2cc1OC was read as KB-V1 cytotox 5%, IL-1B inflam inh 20, MCF10A rereplic -6%, SW480 rerep -22%, S2 tox inactive, HT1080-NT tox 0%, ATXN2 expr inh 6%, KB-3-1 cytotox -12% and HT1080 IDH1KD tx 0%.
COc1ccc(/C=C/C(=O)c2ccc([N+](=O)[O-])o2)cc1OC was read as KB-V1 cytotox inconclusive, IL-1B inflam inh -102*, MCF10A rereplic inconclusive, SW480 rerep inconclusive, S2 tox inconclusive, HT1080-NT tox inconclusive, ATXN2 expr inh 8.9µM*, KB-3-1 cytotox inconclusive and HT1080 IDH1KD tx inconclusive.
CCC(c1nnc(SCC(=O)N2CC3(C)CC2CC(C)(C)C3)o1)N(C)C (stereo not given) was read as KB-V1 cytotox -6%, IL-1B inflam inh 8, MCF10A rereplic 7%, SW480 rerep -3%, S2 tox inactive, HT1080-NT tox -2%, ATXN2 expr inh -12%, KB-3-1 cytotox -1% and HT1080 IDH1KD tx 3%.
Screening CCN(CC)CCNC(=O)c1ccc(NC(=O)c2c(C)nn(-c3ccc(F)cc3)c2Cl)cc1 returned KB-V1 cytotox 0%, IL-1B inflam inh inconclusive, MCF10A rereplic inconclusive, SW480 rerep inconclusive, S2 tox inactive, HT1080-NT tox inconclusive, ATXN2 expr inh -12%, KB-3-1 cytotox inconclusive and HT1080 IDH1KD tx inconclusive.
COc1ccc(C2(NC(C)=O)CCN(Cc3cccnc3)CC2)cc1 was read as KB-V1 cytotox 0%, IL-1B inflam inh 5, MCF10A rereplic inconclusive, SW480 rerep -1%, S2 tox inactive, HT1080-NT tox 13%, ATXN2 expr inh -1%, KB-3-1 cytotox 19% and HT1080 IDH1KD tx 17%.
Screening NC(=O)C1CCN(c2nc(-c3ccccc3C(F)(F)F)cs2)CC1 returned KB-V1 cytotox 0%, MCF10A rereplic -5%, SW480 rerep -1%, S2 tox inactive, ATXN2 expr inh 16% and KB-3-1 cytotox 1%.
`Cc1[nH]c2ccccc2c1N=Nc1cccc(C(=O)O)c1` gave KB-V1 cytotox -2%, IL-1B inflam inh -10, MCF10A rereplic -1%, SW480 rerep inconclusive, S2 tox inconclusive, HT1080-NT tox 2%, ATXN2 expr inh 16%, KB-3-1 cytotox 4% and HT1080 IDH1KD tx 2%.
Screening O=C(NCCc1cn2ccccc2n1)C1CCCCC1 returned KB-V1 cytotox 4%, IL-1B inflam inh -4, MCF10A rereplic -2%, SW480 rerep -11%, S2 tox inactive, HT1080-NT tox 15%, ATXN2 expr inh 10%, KB-3-1 cytotox inconclusive and HT1080 IDH1KD tx 8%.
For CC1CN(c2ccccn2)C(C)CN1C(=S)Nc1ccccc1 (stereo not given) the results were KB-V1 cytotox 23µM*, IL-1B inflam inh -7, MCF10A rereplic -1%, SW480 rerep -3%, S2 tox inactive, HT1080-NT tox 11%, ATXN2 expr inh 4%, KB-3-1 cytotox -2% and HT1080 IDH1KD tx 23%.
Cc1ccc(-c2[nH]c3ccccc3c2SCCN)cc1 was read as KB-V1 cytotox 0%, IL-1B inflam inh -65*, MCF10A rereplic 0%, SW480 rerep -1%, S2 tox inconclusive, HT1080-NT tox 0%, KB-3-1 cytotox 1% and HT1080 IDH1KD tx -1%.
`COc1cccc(-n2c(SCC(=O)Nc3cccc(C)c3)nc3c([nH]c4ccccc43)c2=O)c1` gave KB-V1 cytotox 1%, S2 tox inactive, ATXN2 expr inh -8% and KB-3-1 cytotox 21%.
Screening O=C(COc1ncnc2sccc12)N1CCN(S(=O)(=O)c2ccc(Cl)cc2)CC1 returned KB-V1 cytotox -3%, IL-1B inflam inh -22, MCF10A rereplic -9%, SW480 rerep inconclusive, S2 tox inactive, HT1080-NT tox -1%, ATXN2 expr inh 7%, KB-3-1 cytotox -3% and HT1080 IDH1KD tx inconclusive.
Screening Cc1c(/C(O)=C2\C(=O)C(=O)N(CCN(C)C)C2c2ccco2)cnn1-c1ccccc1 (stereo not given) returned KB-V1 cytotox 8%, IL-1B inflam inh 16, MCF10A rereplic 1%, SW480 rerep -20%, HT1080-NT tox -3%, KB-3-1 cytotox -3% and HT1080 IDH1KD tx 5%.
Screening Cc1nnc(SCCC(=O)Nc2ccc(F)cc2)s1 returned KB-V1 cytotox 3%, IL-1B inflam inh -6, MCF10A rereplic 1%, SW480 rerep -5%, S2 tox inactive, HT1080-NT tox -4%, ATXN2 expr inh 3%, KB-3-1 cytotox -2% and HT1080 IDH1KD tx -8%.
Screening Cn1cc(CN2CCN(Cc3ccccc3)CC2)c(-c2cccc(Cl)c2)n1 returned KB-V1 cytotox -5%, IL-1B inflam inh -10, MCF10A rereplic inconclusive, SW480 rerep -2%, S2 tox inactive, HT1080-NT tox -4%, KB-3-1 cytotox 0% and HT1080 IDH1KD tx 5%.
For CC(=O)Nc1ccc(NC(=O)CSc2nnnn2-c2ccc3c(c2)OCCO3)cc1 the results were KB-V1 cytotox -9%, IL-1B inflam inh 6, MCF10A rereplic inconclusive, SW480 rerep 6%, S2 tox inactive, HT1080-NT tox -4%, ATXN2 expr inh -7%, KB-3-1 cytotox -7% and HT1080 IDH1KD tx 2%.
`Cc1ccc(CN2CCSc3ccc(C(=O)NCCCN4CCN(C)CC4)cc32)cc1` gave KB-V1 cytotox -8%, IL-1B inflam inh -8, MCF10A rereplic 5%, SW480 rerep 25%, S2 tox inconclusive, HT1080-NT tox 26µM*, ATXN2 expr inh inconclusive, KB-3-1 cytotox inconclusive and HT1080 IDH1KD tx inconclusive.
For O=C(O)CC(C(=O)N(c1ccccc1)c1ccccc1)N1CCOCC1 (stereo not given) the results were KB-V1 cytotox 3%, IL-1B inflam inh 21, MCF10A rereplic -15%, SW480 rerep 1%, S2 tox inactive, HT1080-NT tox 10%, ATXN2 expr inh 4%, KB-3-1 cytotox 24% and HT1080 IDH1KD tx 13%.
